Growth percent in the NCI-60 one-dose screen (48 h, 10 µM unless noted): 100 = growth as untreated, 0 = no growth, -100 = all killed.
MCF7: MCF7 breast cancer; AID 1794796; actives 6.3% (n = 82,000)
SR: SR leukemia cells. actives 8.7% (n = 73,000). AID 1794780
MDA-MB-435: MDA-MB-435 melanoma; actives 7.8% (n = 82,000)
K-562: K-562 leukemia | actives 7.4% (n = 78,000)
MOLT-4: MOLT-4 leukemia cells; actives 6.9% (n = 80,000)
MDA-MB-231: MDA-MB-231 breast cancer; AID 1794789; actives 5% (n = 81,000)
RPMI-8226: RPMI-8226 leukemia cells | actives 7.5% (n = 77,000) | AID 1794781
MDA-MB-468: MDA-MB-468 breast cancer; actives 8.5% (n = 78,000)
Active calls of the source: *; / = not tested or not shown; & = joins results of further samples; [ ] = remark or other dose. Rule for the calls: active = growth percent below 10; inactive = the rest.

SMILES | MCF7 | SR | MDA-MB-435 | K-562 | MOLT-4 | MDA-MB-231 | RPMI-8226 | MDA-MB-468
CC1(C)OC(C)(C)C(=N\O)/C1=N/N | 96 | / | 108 | 107 | 111 | 123 | 103 | 110
COC(=O)C1=C(C(=O)c2ccccc2)C(c2ccc(OC)c(OC)c2)C(C#N)=C(N)O1 (stereo not drawn) | 99 | 90 | 96 | 89 | 108 | 104 | 101 | 111
CCCC(C)(C(=O)Nc1ccc2nc(C)cc(N)c2c1)C(=O)Nc1ccc2nc(C)cc(N)c2c1 | 76 | 101 | 98 | 91 | 100 | 87 | 100 | 71
COc1ccc(CCNc2nc(SC)nc(-c3cccc(N)c3)c2C#N)cc1OC | 76 | / | 92 | 76 | 57 | 80 | 72 | 80
O=[N+]([O-])c1cc(C(F)(F)F)ccc1Cl | / | 97 | 110 | 101 | 83 | 109 | 116 | 104
CC1=C[C@H]2c3c(c(O)c(O)c4oc(-c5ccccc5)cc(=O)c34)[C@H](c3cc(O)c(O)c4oc(-c5ccccc5)cc(=O)c34)[C@H]2C(C)(C)C1 | 9.6* | 0.1* | -33* | 2.8* | 5.2* | 5.3* | 7.2* | 14
Cc1nn(CC(=O)O)c2c1C(=O)CC(C)(C)C2 | 102 | 89 | 106 | 123 | 81 | 114 | 99 | 106
COc1ccc(-c2c(-c3ccccc3)oc3cc(O)ccc3c2=O)cc1 | 111 | 96 | 97 | 94 | 85 | 108 | 82 | 101
COc1cc2nnc3c4cccnc4[nH]c3c2cc1OC | 2.8* | / | 50 | / | / | 46 | / | -70*
O=c1c2cc(F)ccc2sc2c(NCCNc3ccccn3)nc3ccccc3c12 | 77 | 87 | 106 | 107 | 96 | 91 | / | 111
Cc1cc(Cl)ccc1NS(=O)(=O)c1ccc(-c2cnc(C3CC3)o2)cc1 | 13 | / | -36* | 9.9* | 2.8* | 26 | 19 | /
CC(C)NC(=O)OC(C)C | 98 | 90 | 103 | 112 | 107 | 100 | 93 | 98
O=C1c2cccc3cccc(c23)C(=O)N1C/C=C/c1ccc2c3c(cccc13)C(=O)N(CCO)C2=O | 80 | 67 | 94 | 80 | 80 | 62 | 74 | 80
COc1cc2c(cc1O)CCN1C[C@@H](CC(C)C)[C@H](O)C[C@H]21 | 106 | 107 | 102 | 98 | 98 | 101 | 93 | 106
OC(c1ccc(Cl)cc1)c1cccnc1 (stereo not drawn) | 105 | 110 | 107 | 87 | 100 | 109 | 115 | 113
Cc1ccc(C(O)(CNCc2ccccc2)c2ccccc2)cc1 (stereo not drawn) | 90 | 83 | 96 | 86 | 85 | 87 | 85 | 92
O=C(O)C1CCC(c2ccccc2)N1 (stereo not drawn) | 97 | 98 | 121 | 103 | 92 | 101 | 101 | 102
O=C(n1ccnc1)C(F)(F)C(F)(F)F | 100[100 µM] | 120[100 µM] | 103[100 µM] | 112[100 µM] | 115[100 µM] | 123[100 µM] | 105[100 µM] | 100[100 µM]
COc1cccc(/C=N/NC(=O)c2ccccc2N2CCCC2)c1O | 5.3* | 77 | 85 | 14 | 31 | 48 | -1.8* | 0.8*
Nc1c(C(=O)Nc2c(Cl)cccc2Cl)sc2nc3c(cc12)CCCCC3 | 18 | 17 | 9.7* | 24 | 54 | 63 | / | 32
CCOC(=O)c1c2c(n3cccc(F)c13)C(=O)c1ncccc1C2=O | -23* | / | 13 | 9.2* | 69 | 38 | 38 | 40
CS(=O)(=O)Nc1cccc(-c2ccc3ncnc(Nc4ccc(F)c(Cl)c4)c3c2)c1 | 15 | -2.3* | 39 | 11 | 1.0* | -2.8* | 18 | -26*
Cc1ccc(-c2csc(NC(=O)CSc3nc(-c4ccc(C)cc4)c(C#N)c(=O)[nH]3)n2)cc1 | 98 | / | 102 | 93 | 83 | 93 | 81 | 89
CC(O)CNc1nc(N)[nH]c(=O)c1N=Nc1ccccc1 (stereo not drawn) | 96 | 85 | 113 | 85 | 91 | 95 | 99 | 103
NC(N)=N/N=C(/C[n+]1ccccc1)c1ccc([N+](=O)[O-])cc1 | 100 | / | 110 | 105 | 104 | 102 | 99 | 93
COc1cc(C2=NN(C(C)=O)C(c3cn(Cc4ccc(Cl)cc4)c4ccccc34)C2)cc(OC)c1OC (stereo not drawn) | 53 | 68 | 82 | 38 | 39 | 71 | 46 | 70
COc1ccc(/C=N/Nc2ncc(C(N)=O)c(N)n2)cc1 | 98 | 86 | 107 | 94 | 77 | 105 | 91 | 95
CN1C(=O)NC(=C(Cl)Cl)/C1=N/S(=O)(=O)N1CCOCC1 | 90 | 96 | 110 | 95 | 104 | 121 | 104 | 113
C#CCOc1cccc(Nc2ncnc3c2ncn3C2CCN(C(=O)C=C)C2)c1 (stereo not drawn) | 89 | 39 | 82 | 84 | 82 | 70 | 81 | 84
O=C(Cc1ccccc1)NC(c1ccc(Cl)cc1)c1c(O)ccc2ccccc12 (stereo not drawn) | 8.2* | 4.8* | 6.4* | 8.9* | 9.1* | -16* | -21* | 7.0*
COc1ccc(-c2nc3ccccc3n3cccc23)cc1OC | 79 | / | 78 | / | / | 60 | 58 | 87
N#C/C(=N\Nc1ccc(Cl)cc1)C(=O)C1CC1 | 52 | / | 41 | 63 | 80 | / | 44 | 27
O=[N+]([O-])c1cccc(-c2nc3sccn3c2-c2ccnc(NCCNS(=O)(=O)c3ccc(C(F)(F)F)cc3)n2)c1 | 22 | 39 | 21 | 22 | 18 | 60 | 4.8* | 28
Fc1ccc(Cc2cnc(Nc3ccc(F)cc3)s2)cc1 | 91 | 94 | 105 | 81 | 91 | 107 | 83 | 89
COC(=O)/C=C1\SC(=Nc2cccc(Cl)c2)N(CCc2c[nH]c3ccccc23)C1=O | 20 | -7.9* | 43 | 24 | -18* | 39 | -25* | 54
NC(=O)Nc1ccc(S(=O)(=O)c2ccc(N)cc2)cc1 | 97 | 95 | 109 | 115 | 105 | 108 | 103 | 104
N#CCCN(C(=O)Nc1ccccc1)C1CCCCC1 | 101 | 93 | 114 | / | 94 | 109 | 100 | 105
COc1cc(C2CC(c3cc(OC)c(OC)c(OC)c3)=NN2C=O)ccc1OCCN(C)C (stereo not drawn) | 94 | 94 | 101 | 99 | 92 | 100 | 94 | 96
CCCNC(=O)NS(=O)(=O)c1ccc(Cl)cc1 | 101&98 | 100&100 | 107&105 | 101&117 | 94&100 | 105&110 | 112&102 | 108&114
CC(C)(O)c1ccc[n+]([O-])c1 | 91 | 100 | 94 | 132 | 104 | 104 | 113 | 91
CCCCCCCCCCCCCCCCCC1=NC(C)(C)CN1C(C)(C)CO | -81* | / | -69* | -57* | -55* | -72* | -35* | -100*
NS(=O)(=O)c1ccc(CCn2c(-c3ccc(Br)cc3)nc(-c3ccccc3)c2-c2ccccc2)cc1 | 88 | 112 | 100 | 103 | 104 | 101 | 95 | 104
COc1ccc(NC(N)=NCCCOc2ccc(F)cc2)cc1 | 11 | 94 | 80 | 92 | 61 | 94 | 86 | 66
O=C1c2ccccc2N2C(=O)CN(S(=O)(=O)c3ccccc3)CC23C=CC1O3 (stereo not drawn) | 99 | 87 | 112 | 96 | 89 | 107 | 101 | 108
C=CC(=O)N[C@H](CO)Cc1ccc(-c2cc(Cl)cc(Cl)c2)cc1 | 87 | 85 | 102 | 106 | 83 | 85 | 100 | 84
CCOC(=O)/C=C(/OC(=O)c1ccc(OC)cc1)c1ccccc1 | 101 | 88 | 109 | 88 | 84 | 94 | 84 | 105
CCOC(=O)c1c(C)nc2ccccc2c1/C=C/c1cccc(OC)c1 | 71 | / | 106 | 69 | 51 | 80 | 54 | 54
CCN(CC)CCN(CC)c1ccccc1 | 91 | 103 | 102 | 97 | 92 | 116 | 111 | 97
CC1(C)CCCOC1=O | 95 | / | / | 100 | 102 | 94 | 85 | 81
COc1cc2c(cc1OCCCCCN1CCN(c3ncnc4ccccc34)CC1)N=CC1CCCN1C2=O (stereo not drawn) | 12 | 0.8* | -72* | 5.4* | 0.4* | -27* | -36* | /
COc1cc(-n2cc(-c3ccc(S(C)(=O)=O)cc3)[nH]c2=O)cc(OC)c1OC | 115 | 95 | 119 | 102 | 88 | 108 | 75 | /
COc1ccc(/C=N/N=C2c3ccccc3-c3ccccc32)cc1OC | 90 | 79 | 95 | 92 | 91 | 104 | 94 | 87
NC(=O)CC1(O)C=C(Br)C(=O)C(Br)=C1 | 26 | / | 32 | -30* | -53* | 113 | -31* | -9.3*
CN(C)c1ccc(/C=C/c2nc3ccccc3c(=O)n2CC(=O)Nc2ccc(Cl)cc2)cc1 | 28 | 81 | 69 | 69 | 75 | 35 | 88 | 31
Cc1ccc(I)c([N+](=O)[O-])c1 | 93 | 98 | 103 | 122 | 107 | 105 | 96 | 93
COc1cc(C=C2C(=O)N(C)C(=O)N(C)C2=O)cc(CN2CCCCC2)c1O | 92 | 94 | 103 | 96 | 98 | 98 | 104 | 104
COc1ccc(-c2nc3sccn3c2-c2ccnc(NCCCNS(=O)(=O)c3ccc(F)cc3)n2)cc1 | 12 | 15 | 14 | 14 | 6.7* | 43 | 5.7* | 6.8*
CC1CCCC(C(=O)O)C1C(=O)O (stereo not drawn) | 103 | 99 | 102 | 88 | 78 | 93 | 94 | 97
CCOc1ccccc1/C=C1/SC(N2CCC(C)CC2)=NC1=O | 95 | 100 | 101 | 106 | 103 | 93 | 103 | 108
N#Cc1c(Nc2ccccc2)nn2c(-c3ccc(Cl)cc3)c(-c3nc4ccccc4s3)c(N)nc12 | 87 | 98 | 101 | 99 | 101 | 88 | 95 | 104

Structural class: those above with a COOH group (three)
SMILES | MCF7 | SR | MDA-MB-435 | K-562 | MOLT-4 | MDA-MB-231 | RPMI-8226 | MDA-MB-468
Cc1nn(CC(=O)O)c2c1C(=O)CC(C)(C)C2 | 102 | 89 | 106 | 123 | 81 | 114 | 99 | 106
O=C(O)C1CCC(c2ccccc2)N1 (stereo not drawn) | 97 | 98 | 121 | 103 | 92 | 101 | 101 | 102
CC1CCCC(C(=O)O)C1C(=O)O (stereo not drawn) | 103 | 99 | 102 | 88 | 78 | 93 | 94 | 97

(further entries)
SMILES | MCF7 | SR | MDA-MB-435 | K-562 | MOLT-4 | MDA-MB-231 | RPMI-8226 | MDA-MB-468
CN(C)c1nc(NNC(=O)c2ccccc2)nc(N(C)C)n1 | 101 | 91 | 105 | 109 | 109 | 98 | 99 | 108
COc1ccc(-c2cc(-c3ccc(N4CCOCC4)cc3)n3c(n2)nc2ccccc23)cc1 | 90 | 102 | 103 | 100 | 106 | 94 | 102 | 95
CCOC(=O)C(CCc1ccccn1)C(C)=O (stereo not drawn) | 100 | 102 | 95 | 108 | 101 | 110 | 106 | 98
C=CCc1cc(C(=C/C)/C(=C/C)c2ccc(OC(C)=O)c(CC=C)c2)ccc1OC(C)=O | 69 | 81 | 79 | 76 | 50 | 77 | 61 | 63
CCCC[n+]1ccc(SCC(=O)n2ccc3ccccc32)c2ccccc21 | 83 | 56 | 101 | 67 | 83 | 92 | 59 | 52
c1ccc(C2=NC(c3ccccc3)CC2)cc1 (stereo not drawn) | 86 | 107 | 107 | 81 | 88 | 90 | 104 | 88
Cc1c2ncccc2nc2[nH]c3ccc(OCCN(C)C)cc3c12 | 3.5* | 13 | 37 | 17 | 9.6* | 30 | -32* | -35*
CCOC(=O)CN(C)CC(=O)OCC | 94 | 91 | 104 | 100 | 94 | 116 | / | 103
C/C(=N/NC(N)=O)c1ccccc1 | 112 | 103 | 110 | 105 | 113 | 129 | 105 | 101
C[N+](C)(CC(=O)O)c1ccccc1 | 100 | 100 | 106 | 96 | 102 | 102 | 109 | 102
COc1ccc2cc(-c3nc4c(cnn4-c4ccc(Br)cc4)c(=O)[nH]3)c(OC)nc2c1 | 90 | / | 85 | 94 | 97 | 85 | 88 | 104
O=C(Nc1ccc(Cl)c(Cl)c1)c1ccc(Nc2ccc(Cl)nn2)cc1 | 86 | / | 99 | 108 | 95 | 94 | 95 | 108
N#Cc1c(-c2ccc([N+](=O)[O-])cc2)cc(-c2cccc(OCC(=O)O)c2)[nH]c1=O | 65 | 77 | 98 | 66 | 74 | / | 82 | 73
CCN(CC)CCOc1ccc(C(=C(C)c2ccc(Cl)cc2)c2ccc(OCCN(CC)CC)cc2)cc1 | -77* | -54* | -95* | -37* | -64* | -85* | -50* | -82*
CCCCc1nc(Cl)c(C2CC(c3ccc(C(F)(F)F)cc3)=NN2C(C)=O)[nH]1 (stereo not drawn) | 64 | 72 | 94 | 85 | 66 | 96 | 86 | 84
CC1=C(C(=O)c2cnccn2)C(c2ccc([N+](=O)[O-])cc2)NC(=O)N1 (stereo not drawn) | 99 | 96 | 103 | 85 | 102 | 98 | 110 | 99
O=C1/C(=C/c2ccc(B(O)O)cc2F)Oc2cc(O)ccc21 | 106 | 84 | 103 | 90 | 93 | 89 | 96 | 114
Cc1c(-c2cnc3ccc(Cl)cc3c2C(=O)O)nnn1-c1ccc(Cl)cc1 | 99 | 96 | 105 | 101 | 94 | 86 | 105 | 110
COc1c(C)cnc(CSc2nc(-c3ccc(Cl)cc3)cn2-c2ccc(Cl)cc2)c1C | 87 | 85 | 101 | / | 70 | 93 | 81 | 102
O=C(CCCCCCN1CC(=O)N2[C@@H](c3ccccc3)c3[nH]c4ccccc4c3C[C@H]2C1=O)NO | 47 | 37 | 46 | 26 | 21 | 70 | 27 | 54

Record cards, from the list above. Order of screens: MCF7, SR, MDA-MB-435, K-562, MOLT-4, MDA-MB-231, RPMI-8226, MDA-MB-468
Record of COc1ccc(-c2cc(-c3ccc(N4CCOCC4)cc3)n3c(n2)nc2ccccc23)cc1 = 90, 102, 103, 100, 106, 94, 102, 95
Record of CC1=C(C(=O)c2cnccn2)C(c2ccc([N+](=O)[O-])cc2)NC(=O)N1 (stereo not drawn) = 99, 96, 103, 85, 102, 98, 110, 99
Record of CCCC[n+]1ccc(SCC(=O)n2ccc3ccccc32)c2ccccc21 = 83, 56, 101, 67, 83, 92, 59, 52
Record of CCN(CC)CCOc1ccc(C(=C(C)c2ccc(Cl)cc2)c2ccc(OCCN(CC)CC)cc2)cc1 = -77*, -54*, -95*, -37*, -64*, -85*, -50*, -82*

Source: PubChem BioAssay
